# Screening results: PubChem, Fisher Drug Discovery Resource Center
# mcGAS lum – mouse cGAS inhibition by luminescence | Q8C6L5 | recombinant cGAS, Kinase-Glo ATP depletion luminescence | inhibition, % at 12.5 µM | hit rate 0.15% among 160,000 | AID 1259399;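 further: 0% = negative control wells and 100% = reference inhibitor with no enzyme activity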
# hcGAS inh – inhibitors of human cGAS; Q8N884; inhibition, % at 12.5 µM; recombinant h-cGAS, ATP depletion, Kinase-Glo luminescence; hit rate 0.081% among 290,000;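 further: 0% = vehicle reaction and 100% = reaction without DNA for no activity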
# Target sequence (Q8N884 whole entry, looked up): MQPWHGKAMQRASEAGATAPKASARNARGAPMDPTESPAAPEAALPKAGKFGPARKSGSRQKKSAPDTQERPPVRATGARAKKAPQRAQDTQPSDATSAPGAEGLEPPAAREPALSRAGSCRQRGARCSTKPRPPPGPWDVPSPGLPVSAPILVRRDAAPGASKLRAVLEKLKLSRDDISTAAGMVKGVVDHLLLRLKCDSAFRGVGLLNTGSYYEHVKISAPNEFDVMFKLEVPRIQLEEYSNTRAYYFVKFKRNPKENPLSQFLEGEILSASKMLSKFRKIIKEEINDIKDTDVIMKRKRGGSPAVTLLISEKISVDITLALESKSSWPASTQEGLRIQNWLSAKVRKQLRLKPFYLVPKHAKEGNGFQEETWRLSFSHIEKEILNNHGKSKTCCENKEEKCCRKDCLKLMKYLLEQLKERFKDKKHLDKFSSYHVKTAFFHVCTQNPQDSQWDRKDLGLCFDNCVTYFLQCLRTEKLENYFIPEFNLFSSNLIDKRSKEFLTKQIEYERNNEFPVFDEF
# NPYLR7 agonist – mosquito NPYLR7 agonism. HEK293T NPYLR7/Galpha15, GCaMP6s calcium fluorescence. activation, % at 10 µM. AID 1259423. hit rate 0.15% among 270,000; in the data active means activation above about 40%;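 further: 0% = vehicle and 100% = reference agonist at the receptor; some compounds past the cut are filed as inactive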
# Numbers without * were called inactive; . = not tested or not shown; & = joins results of further samples. Unless noted, no stated cut-off is given here; in the data, active means inhibition above about 40%; inactive means the rest.
# Order of results – hcGAS inh	NPYLR7 agonist	mcGAS lum
CCOc1ccc(N2CCn3c(SCc4cccnc4)nnc32)cc1
 : -4	9	-3
CN(Cc1ccccc1C(F)(F)F)C(=O)c1ncc[nH]1
 : -3	0	.
Cn1nc(Oc2ccc3ccc(=O)oc3c2)c(=O)n(C)c1=O
 : -4	10	.
CON(C)S(=O)(=O)c1cc(C(=O)Nc2cccc(Cl)c2Cl)ccc1Cl
 : -3	7	-3
COCCN(CC(=O)N(CCc1c[nH]c2ccccc12)Cc1ccc(F)cc1)C(=O)c1ccc([N+](=O)[O-])cc1
 : 5	-9	-2
CCOC(=O)C1CCN(Cc2nc3scc(-c4ccc(OC)c(OC)c4)c3c(=O)[nH]2)CC1
 : -7	13	-7
Cc1nn(CC(C)C)c2sc(C(=O)N3CCNC(=O)CC3c3ccccc3)cc12 (stereo not given)
 : 3	0	-1
CSc1ccc(COc2coc(CN3CCN(C(=O)[C@H](C)OC(C)=O)CC3)cc2=O)cc1
 : 1	6	1
COc1ccccc1C(=O)Nc1ccc(-c2c(C(C)C)[nH]n(-c3cccc(F)c3)c2=O)cc1
 : -1	32	-7
O=C(C1=C(O)C(=O)N(CCN2CCOCC2)C1c1cccs1)c1cccs1 (stereo not given)
 : -8	9	.
COCCN(Cc1cccs1)S(=O)(=O)c1ccc(S(=O)(=O)N2CCOCC2)cc1
 : -9	3	.
CCOC(=O)CNC(=O)N1CCC2(CC1)[C@@H](C(=O)OCC)[C@@H](O)C(=O)N2C
 : 6	-1	-1
CCCCNC(=O)C1(C)CCCCN1C(=O)c1cc(-c2ccccc2)cs1 (stereo not given)
 : -7	0	.
COCCN(Cc1ccc(OC)cc1)c1c(C)nc2ccc(C(=O)Nc3ccc4c(c3)OCC(=O)N4)cn12
 : -9	-2	-2
Cc1ccccc1C(C)NCc1nc2cc(Cl)ccc2c(=O)[nH]1 (stereo not given)
 : -4	-8	.
CCOc1ccc(CNS(=O)(=O)N(C)C)cc1C
 : -4	4	.
COCCNC(=O)C(C)(C)n1cc(-c2ccc3c(c2)OCCO3)cn1
 : -6	11	.
CCc1ccc(-c2ccc(NCc3ccc(C)cc3)nn2)cc1S(=O)(=O)NC
 : 1	-21	.
O=c1ccc(C(F)(F)F)cn1CCOc1ccc(Cl)cc1Cl
 : -7	20	-5
COCCCN(CC(=O)N(Cc1ccco1)Cc1cccn1C)C(=O)Nc1ccc(C#N)cc1
 : -3	.	-4
C/C(=N/OC(=O)c1ccc(-c2ccccc2)cc1)C(C)(C)C
 : -1	0	.
COc1cc(Nc2cc(C(=O)N3CCSCC3)nc3c(OC)cccc23)cc(OC)c1
 : -3	-7	-4
Cc1cc(=O)n2c3ccccc3n(CC(O)CNc3ccc(Br)cc3)c2c1C#N (stereo not given)
 : -7	3	-2
C=CCNC(=O)C(NC(=O)c1ccc2c(c1)OCO2)C1CCN(C(=O)c2ccccc2OC)CC1 (stereo not given)
 : 2	-5	1
Cc1ccc(C2(c3noc(CN4CCC(c5ccncc5)CC4)n3)CCCC2)cc1
 : -2	16	-10
CCc1nc2ccc(C(=O)NCCCN3CCCC3=O)cn2c1N(CC)Cc1cccc(Br)c1
 : 0	-4	2
NC(=O)c1cncc(-n2ccnc2-c2ccccc2)c1
 : -3	-4	-8
NC(=O)c1csc(-c2ccc(-c3ccn[nH]3)cc2)n1
 : -7	16	.
Cc1ccc(C(C)(C)C)cc1SCc1csc(-c2ccc(C(F)(F)F)cc2)n1
 : -2	20	-3
Cc1cc(C(=O)NC2CCc3cc(Cl)ccc32)c(C)n1Cc1ccco1 (stereo not given)
 : 2	2	-1

# Next entries follow.
# Order of results – hcGAS inh	NPYLR7 agonist	mcGAS lum
COc1cccc(-c2n[nH]c3c2CN(C(=O)c2cccnc2OC)CC3)c1
 : -5	19	.
CCc1c(C)sc2[nH]c(=S)n(CC)c(=O)c12
 : -4	-1	.
O=C1CC(Cn2cnc(-c3ccccc3)c2C2CC2)CN1C1CCCC1 (stereo not given)
 : -4	1	.
CC(C)(C)OC(=O)CN(c1cccc(Cl)c1)S(=O)(=O)c1cccn2cnnc12
 : -3	-9	.
CC(Nc1cc(Cl)nc(N)n1)c1ccc(Cl)s1 (stereo not given)
 : -11	13	.
COc1ccc(-c2cc(-c3ccc(OC)cc3)c(C#N)c(SC)n2)cc1
 : 1	-3	.
Cc1nn(CC(=O)N2CCN(C(=O)c3ccc4c(c3)OCO4)CC2)c(=O)c2ccccc12
 : -7	14	.
CCc1cc(Br)cc(CC)c1NC(=O)CCN1C(=O)C2C3CCC(C3)C2C1=O (stereo not given)
 : -7	3	-7
Cc1ccccc1CCNC(=O)N1CCN(S(=O)(=O)c2c(Cl)cccc2Cl)CC1
 : 3	0	-2
Cc1cc(C)c2[nH]c(C(=O)N3[C@@H]4CC[C@H]3CNC(=O)C4)c(C)c2c1
 : -13	-4	.
CN(C)C(CNc1ccc(S(C)(=O)=O)cc1[N+](=O)[O-])c1ccco1 (stereo not given)
 : -2	3	.
C=CCOc1c(OC)ccc2c1CN(CC=C)C(=O)CCN2CC(O)COCc1ccco1 (stereo not given)
 : -9	4	-6
CN(C)CCOC1CCCCc2ccccc21 (stereo not given)
 : 7	-3	.
O=C(CSc1nnc(C2CC2)o1)N1CCN(c2ccccc2Cl)CC1
 : 14	-9	.
CN1CCN(c2nccc(N3CCC(O)CC3)n2)CC1C(=O)O (stereo not given)
 : -2	3	.
Cc1ccn2c(=O)c(C(=O)NCc3ccc(Cl)cc3)c(O)nc2c1
 : -3	-2	4
CN(Cc1nc(COc2ccccc2)no1)CC1Cc2ccccc2O1 (stereo not given)
 : -11&-3	3&-2	-3
OC[C@@H]1CNC[C@H]1C1CCN(Cc2ccco2)CC1
 : -2	.	-3
COc1cc(Cl)c(C)cc1NC(=O)c1ccc(C#N)cc1
 : -9	5	-6
COc1ccc(NC(=O)Cn2c(=O)n(-c3ccc(C(C)=O)cc3)c(=O)c3ccc(Cl)cc32)cc1OC
 : -19	18	-7
COc1ccc(CN(C(=O)Nc2ccccc2C(F)(F)F)C(C)C)cc1OS(C)(=O)=O
 : -6	-1	-6
CC(=O)Nc1ccc(NC(=O)Cn2cnc3c(nnn3Cc3ccccc3)c2=O)cc1
 : -2	7	.
CCc1[nH]c2c(CNC(=O)Cc3c(C)noc3C)cc(F)cc2c1C
 : -9	15	-13
COc1ccc(NS(=O)(=O)c2cccc(Cl)c2C)c(C(=O)NCc2ccccc2)c1
 : -1	4	-5
COc1cccc(-n2nc(C(=O)N3CCOCC3)c(=O)n(Cc3ccccc3Cl)c2=O)c1
 : -11	17	-5
O=C(CCn1ccc2ccccc21)N1CCN(S(=O)(=O)c2ccccc2F)CC1
 : 0	3	-2
O=C(c1cnc(CN2CCCC2)s1)N1CC[C@H](CO)[C@@H](O)C1
 : -5	1	-17
Cc1ccccc1-n1nc(C(C)(C)C)cc1NC(=O)CN(Cc1ccccc1)C(=O)CSc1ccccc1
 : 3	.	0
NC(=O)c1ccc(OCC(=O)N2CCCC2C2CCCCC2)cc1 (stereo not given)
 : -9	-25	.
CCOC(=O)C1C(=O)C=C(c2cccs2)CC1c1ccc(F)cc1 (stereo not given)
 : -6	1	-4

# Only hcGAS inh, for 2 of the compounds above:
structure	hcGAS inh
Cc1ccccc1-n1nc(C(C)(C)C)cc1NC(=O)CN(Cc1ccccc1)C(=O)CSc1ccccc1	3
NC(=O)c1ccc(OCC(=O)N2CCCC2C2CCCCC2)cc1 (stereo not given)	-9

# The listing continues:
# Order of results – hcGAS inh	NPYLR7 agonist	mcGAS lum
CC1(C)CC2CC(C)(CN2C(=O)Cn2cnc3sccc3c2=O)C1 (stereo not given)
 : -3	1	.
O=c1[nH]nc(N=Nc2c(O)[nH]c3c(Cl)cc(Cl)cc23)c(=O)[nH]1
 : 3	-3	.
CC1CN(Cn2c(=O)oc3cc(Br)ccc32)C(C)CO1 (stereo not given)
 : -2	4	.
COc1ccc2cc(CN3CCCC(O)(CO)CC3)ccc2c1 (stereo not given)
 : -5	5	.
OC1(c2ccc(Cl)cc2)CCN(Cc2nc(Cc3ccccc3F)no2)CC1
 : -10	1	-12
O=C(NCCSCc1ccc(Br)s1)Nc1ccc(F)cc1
 : 1	7	-2
CCN1CCN(C(=O)c2ccc(N3CCC(N4CCOc5ccc(Cl)cc5C4)CC3)cc2)CC1
 : -11	14	-13
N#Cc1ccc(COC(CN2CCN(C(=O)c3ccc(Cl)cc3Cl)CC2)c2cccc(N3CCCC3)c2)cc1 (stereo not given)
 : -6	5	-5
Cc1cccc(Cn2cc(SCC(N)=O)c3ccccc32)c1
 : -5	7	.
Cc1ccc(CNC(=O)C2CC(=O)N(c3ccccc3)C2)cn1 (stereo not given)
 : -3	-13	.
CCc1cccc(CC)c1NC(=O)CN1CCCCC1CC(=O)OC (stereo not given)
 : -8	-7	-17
O=[N+]([O-])c1ccc(N=Nc2c(O)n(Cc3ccccc3)c3ccccc23)c([N+](=O)[O-])c1
 : 1	9	.
Cc1cc(NS(=O)(=O)c2ccc(C(C)C)cc2)c2ccccc2n1
 : -5	4	.
CN(C)CCCNC(CC(=O)Nc1ccc(N=Nc2ccccc2)cc1)C(=O)O (stereo not given)
 : 1	1	-1
C=CCC(O)(CC=C)C(C)NC(=O)c1cc(=O)n(C)c(=O)n1C (stereo not given)
 : -9	4	.
CCN(C(=O)CN1C(=O)NC(C)(C)C1=O)c1ccc(F)cc1
 : -6	1	.
COC(=O)C1CC2CCCCC2N1CC(=O)NC(C)c1ccc(F)cc1 (stereo not given)
 : -1	9	.
CC(C)c1ccc(-n2nc(C(=O)NCc3ccncc3)c(=O)n(Cc3ccccc3F)c2=O)cc1
 : -2	0	-4
O=C(O)c1cccc(CC2CCN(C(=O)c3cccc4nccnc34)CC2)c1
 : -2	4	.
O=C(Nc1ccc(Oc2cccc3cccnc23)c(Cl)c1)c1cc(Cl)cc(Br)c1O
 : 7	-13	3
Cc1nc(NC(=O)NC2CCN(Cc3ccccc3)CC2)nn1C
 : -7	4	-12
O=C(NC1CCCCC1)c1cc(-c2ccc([N+](=O)[O-])cc2)nn1-c1ccc(Cl)cc1
 : 0	0	2
COCCn1cc(C(=O)NCC2CCCO2)c2nn(-c3ccccc3)c(=O)c-2c1 (stereo not given)
 : -7	6	-8
COC(=O)c1ccc(CSc2ncnc3c2nnn3Cc2ccccc2)o1
 : -3	1	-4
O=C(CSc1ccc2nnc(-c3cccnc3)n2n1)NCC1(c2ccccc2)CCOCC1
 : 1	1	-2
CCOc1ccccc1NC(=O)Nc1ccc(N2CCc3ccccc3C2)c(C(=O)NCCCOC)c1
 : -2	22	-3
CCc1c(C)nc(-c2cccc(C(F)(F)F)c2)nc1N1CCN(C(=O)c2ccc3c(c2)OCO3)CC1
 : -8	9	-5

# 25 entries already listed, sorted by molar mass, high to low.
# Order of results – hcGAS inh	NPYLR7 agonist	mcGAS lum
COc1ccc(NC(=O)Cn2c(=O)n(-c3ccc(C(C)=O)cc3)c(=O)c3ccc(Cl)cc32)cc1OC
 : -19	18	-7
CCOc1ccccc1NC(=O)Nc1ccc(N2CCc3ccccc3C2)c(C(=O)NCCCOC)c1
 : -2	22	-3
CCc1c(C)nc(-c2cccc(C(F)(F)F)c2)nc1N1CCN(C(=O)c2ccc3c(c2)OCO3)CC1
 : -8	9	-5
CCN1CCN(C(=O)c2ccc(N3CCC(N4CCOc5ccc(Cl)cc5C4)CC3)cc2)CC1
 : -11	14	-13
C=CCNC(=O)C(NC(=O)c1ccc2c(c1)OCO2)C1CCN(C(=O)c2ccccc2OC)CC1 (stereo not given)
 : 2	-5	1
O=C(CSc1ccc2nnc(-c3cccnc3)n2n1)NCC1(c2ccccc2)CCOCC1
 : 1	1	-2
Cc1nn(CC(=O)N2CCN(C(=O)c3ccc4c(c3)OCO4)CC2)c(=O)c2ccccc12
 : -7	14	.
O=C(CCn1ccc2ccccc21)N1CCN(S(=O)(=O)c2ccccc2F)CC1
 : 0	3	-2
CN(C)CCCNC(CC(=O)Nc1ccc(N=Nc2ccccc2)cc1)C(=O)O (stereo not given)
 : 1	1	-1
O=C(O)c1cccc(CC2CCN(C(=O)c3cccc4nccnc34)CC2)c1
 : -2	4	.
COC(=O)C1CC2CCCCC2N1CC(=O)NC(C)c1ccc(F)cc1 (stereo not given)
 : -1	9	.
CN(C)C(CNc1ccc(S(C)(=O)=O)cc1[N+](=O)[O-])c1ccco1 (stereo not given)
 : -2	3	.
O=c1ccc(C(F)(F)F)cn1CCOc1ccc(Cl)cc1Cl
 : -7	20	-5
CC1(C)CC2CC(C)(CN2C(=O)Cn2cnc3sccc3c2=O)C1 (stereo not given)
 : -3	1	.
Cc1ccn2c(=O)c(C(=O)NCc3ccc(Cl)cc3)c(O)nc2c1
 : -3	-2	4
NC(=O)c1ccc(OCC(=O)N2CCCC2C2CCCCC2)cc1 (stereo not given)
 : -9	-25	.
Cc1nc(NC(=O)NC2CCN(Cc3ccccc3)CC2)nn1C
 : -7	4	-12
CN1CCN(c2nccc(N3CCC(O)CC3)n2)CC1C(=O)O (stereo not given)
 : -2	3	.
Cc1cccc(Cn2cc(SCC(N)=O)c3ccccc32)c1
 : -5	7	.
C/C(=N/OC(=O)c1ccc(-c2ccccc2)cc1)C(C)(C)C
 : -1	0	.
CC(Nc1cc(Cl)nc(N)n1)c1ccc(Cl)s1 (stereo not given)
 : -11	13	.
CCOc1ccc(CNS(=O)(=O)N(C)C)cc1C
 : -4	4	.
NC(=O)c1csc(-c2ccc(-c3ccn[nH]3)cc2)n1
 : -7	16	.
CCc1c(C)sc2[nH]c(=S)n(CC)c(=O)c12
 : -4	-1	.
CN(C)CCOC1CCCCc2ccccc21 (stereo not given)
 : 7	-3	.
